Screening results from PubChem BioAssay.
S-ASM inh: Inhibitors of Secretory Acid Sphingomyelinase (S-ASM): qHTS. placental ASM, HMU-PC fluorogenic substrate, 60 min. Potency, µM (highest dose often 57.5 µM), inactives show top-dose activity change, negative = inhibition, most hits filed as inhibitors. hit rate 0.006% among 340,000. AID 504937, 2011; note: potency is the fitted concentration of half-maximal effect
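Fluorogenic HMU-PC substrate (9 uM final) is turned over by placental ASM in 60 min at 37 C after a 10 min compound preincubation. Reaction ended by alkaline stop (pH 10), with fluorescence read at 386/447 nm.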
TCR activator: Activators of T cell receptors: qHTS campaign; primary human leukocytes, anti-CD3, IL-2 HTRF, 48 h; 330,000 tested, under 10 active; Potency, µM (series often up to 9.22 µM), for inactives: top-dose activation of IL-2 secretion, hits mostly activators; note: % of control where 0% means no effect
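Primary human leukocytes receive a-CD3 beads and test compound and are incubated 48 hr. Secreted IL-2 is then assayed by HTRF, measuring 665nm acceptor emission after 320nm excitation of the europium donor.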
CXXC DNA block: qHTS Fluorescence Polarization Assay for Inhibitors of MLL CXXC domain - DNA interaction | Histone-lysine N-methyltransferase 2A (Homo sapiens), Q03164 | Potency, µM (highest dose often 115 µM), for inactives: at the highest dose activity change, negative = inhibition, most hits filed as inhibitors | MLL-CXXC / FITC-HOXA9 DNA fluorescence polarization | hit rate 0.037% among 290,000 | AID 2662, 2010; active = well fitted inhibition curve with a large enough effect in the polarisation, with a control signal flat, not every such curve was filed as active; inconclusive = small, poorly fitted or top-dose-only effect, or effect the other way, or a change in a side signal; inactive = no such curve, though single readings can be large or run the other way; the % refers to the polarisation; note: potency is the fitted concentration of half-maximal effect
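Fluorescence polarization: 7 uM MLL-CXXC (stock) preincubated 5 min with compounds, then 50 nM fluorescein-HOX-A9 DNA (stock) added; 30 min ambient. Buffer 50 mM Tris-HCl pH 7.5, 50 mM NaCl, 1 mM DTT, 0.05% BSA.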
MBNL1-CUG inh: qHTS Assay for Inhibitors of MBNL1-poly(CUG) RNA binding; Potency, µM (doses to about 57.5 µM), for inactives: top-dose activity change, negative = inhibition, most hits filed as inhibitors; Muscleblind-like protein 1 (Homo sapiens), Q9NR56; AID 2675, 2010; hit rate 0.036% among 280,000; TR-FRET MBNL1-His/biotin-(CUG)12 binding, 665/545 ratio; active = well fitted inhibition curve with a large enough effect in the signal ratio, with a control signal flat, not every such curve was filed as active; inconclusive = small, poorly fitted or top-dose-only effect, or effect the other way, or a change in a side signal; inactive = no such curve, though single readings can be large or run the other way; the % refers to the signal ratio; note: potency is the fitted concentration of half-maximal effect; % is set by controls: 0 for no effect and ±100 for the full control effect
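Ratiometric TR-FRET (665 over 545 nm, excitation 340 nm) tracks disruption of MBNL1-His/biotin-(CUG)12 complex after 60 min at room temperature, with compounds at 92 nM to 58 uM final.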
Integrin act MD: qHTS for Activators of Integrin-Mediated Alleviation for Muscular Dystrophy | alpha7betagal myoblasts, beta-gal FDG fluorescence, 48 h | Potency, µM (highest dose often 38.3 µM), for the others: top-dose activation, most hits filed as activators | hit rate 0.064% among 350,000;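 note: potency is the fitted concentration of half-maximal effect; 100% = response of the positive control SU9516; nearly all actives have a fitted effect of over 60% in size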
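alpha7betagal+/- myoblasts (passage 13, 250/well) treated 48 h at 37C with compounds at 1:260 dilution of DMSO stock. Lysed, then beta-galactosidase activity read as FDG fluorescence (ex 480/em 540) after 30 min, with pre-read for autofluorescence.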
TSHR antag: Antagonists of the Thyroid Stimulating Hormone Receptor: HTS campaign | TSHR-expressing cells, TSH-stimulated cAMP HTRF, 2 h; hits give low values | hit rate 0.2% among 330,000 | Thyrotropin receptor (Homo sapiens), P16473 | activity change, negative = inhibition, % at 11.5 µM;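 active = activity change below a set negative limit, meaning inhibition stronger than a set level, cut at about -70% in these data; inconclusive = activity change between two set negative limits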; note: % is set by controls: 0 for no effect and ±100 for the full control effect
Target sequence (P16473 whole entry, looked up): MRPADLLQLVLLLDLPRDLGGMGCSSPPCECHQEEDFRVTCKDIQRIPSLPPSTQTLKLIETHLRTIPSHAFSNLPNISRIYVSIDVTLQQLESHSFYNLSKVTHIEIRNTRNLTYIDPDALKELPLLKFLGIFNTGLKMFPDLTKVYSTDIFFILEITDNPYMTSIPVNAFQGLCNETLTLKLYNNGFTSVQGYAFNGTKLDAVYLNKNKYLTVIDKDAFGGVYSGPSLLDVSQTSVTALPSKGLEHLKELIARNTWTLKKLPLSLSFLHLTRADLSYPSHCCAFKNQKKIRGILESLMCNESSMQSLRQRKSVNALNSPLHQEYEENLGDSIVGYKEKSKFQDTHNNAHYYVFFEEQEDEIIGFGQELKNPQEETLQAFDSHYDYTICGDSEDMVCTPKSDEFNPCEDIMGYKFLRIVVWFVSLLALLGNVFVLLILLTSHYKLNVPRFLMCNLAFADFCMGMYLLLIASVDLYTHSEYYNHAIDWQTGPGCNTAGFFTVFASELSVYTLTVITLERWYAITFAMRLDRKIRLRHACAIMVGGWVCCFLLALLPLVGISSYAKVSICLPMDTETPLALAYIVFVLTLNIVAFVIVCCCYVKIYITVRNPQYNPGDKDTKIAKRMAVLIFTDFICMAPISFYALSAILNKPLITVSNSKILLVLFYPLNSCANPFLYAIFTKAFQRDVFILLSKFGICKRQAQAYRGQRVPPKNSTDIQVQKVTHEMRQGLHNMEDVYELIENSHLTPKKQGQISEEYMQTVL
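Competitive HTRF cAMP read-out (cryptate anti-cAMP antibody, cAMP-d2; 30 min, room temperature) in freshly harvested TSHR cells. Compounds added before TSH at EC80 (4nM final), followed by 2 hours' incubation at 37 deg C.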
Mito fusion yeast: qHTS Assay for Small Molecule Inhibitors of Mitochondrial Division or Activators of Mitochondrial Fusion | hit rate 0.23% among 320,000 | Potency, µM (highest dose often 46.1 µM), without a hit: at the highest dose growth rescue (activation), usual class: activators | S. cerevisiae fusion-defective mutant growth rescue, CellTiterGlo 48 h | AID 485298, 2010;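 note: potency is the fitted concentration of half-maximal effect; % of control where 0% means no effect; nearly all actives have a fitted effect of over 45% in size; temperature-sensitive fusion mutants such as fzo1-1 at 37 °C on non-fermentable ethanol glycerol medium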
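Temperature-sensitive fusion-defective S. cerevisiae (e.g. fzo1-1, mgm1-5) were grown with compound in YPEG medium (3% ethanol, 3% glycerol) for 48 hours at 37C. Growth rescue was measured as viability by CellTiterGlo luminescence after 10 minutes at ambient.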
Menin MLL FP TR: qHTS Assay for Inhibitors Targeting the Menin-MLL Interaction in MLL Related Leukemias: Competition With Texas Red Labeled MLL-derived Mutant Peptide; Menin + Texas Red MLL mutant peptide, fluorescence polarization; hit rate 0.23% among 270,000; Potency, µM (doses to about 61.6 µM), for the others: at the highest dose FP activity change, negative = inhibition, most hits filed as inhibitors; active = well fitted inhibition curve with a large enough effect in the polarisation, with a control signal flat, not every such curve was filed as active; inconclusive = small, poorly fitted or top-dose-only effect, or effect the other way, or a change in a side signal; inactive = no such curve, though single readings can be large or run the other way; the % refers to the polarisation; note: potency is the fitted concentration of half-maximal effect; % of control where 0% means no effect; many of its hits are not listed in these tables
TSG101-PTAP inh: qHTS Assay for Iinhibitors of HIV-1 Budding by Blocking the Interaction of PTAP/TSG101. Potency, µM (titrated, usually from 115 µM), for the others: at the top dose activity change, negative = inhibition, hits mostly inhibitors. Fluorescence polarization, FITC-PTAP peptide / Tsg101 binding. AID 493005, 2010. 340,000 tested, under 10 active; active = well fitted inhibition curve with a large enough effect in the main read-out, with a control signal flat, not every such curve was filed as active; inconclusive = small, poorly fitted or top-dose-only effect, or effect the other way, or a change in a side signal; inactive = no such curve, though single readings can be large or run the other way; note: potency is the fitted concentration of half-maximal effect; % of control where 0% means no effect
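FP read-out: FITC-PTAP peptide, 50 nM final, binding Tsg101 binding domain, 10 uM final; 20 min, r.t.; 10 mM HEPES pH 7.5, 0.15 M NaCl, 0.01% Tween 20, 3 mM EDTA, 0.1 mM TCEP.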
AT treatment: qHTS Assay for Identifying a Potential Treatment of Ataxia-Telangiectasia. AID 485349, 2010. […] A-T fibroblasts, KAP-1 phosphorylation AlphaLISA; neocarzinostatin DNA damage 30 min before lysis. Potency, µM (titrated, usually from 57.5 µM), for inactives: at the top dose activation, most hits filed as activators. hit rate 0.19% among 320,000; note: potency is the fitted concentration of half-maximal effect; % of control where 0% means no effect; nearly all actives have a fitted effect of over 45% in size
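hTERT-immortalized A-T patient fibroblasts ([…]), 500 cells/well in OPTI-MEM, 1% FBS, got compounds for 60 min, then NCS for 30 min at 37C. Lysates were then assayed for phospho-KAP-1 by AlphaLISA (anti-pKAP1 donor, anti-KAP1 acceptor beads), 6 hr at 25C.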
* = called active by the depositor; ? = inconclusive; . = not tested or not shown; [ ] = dose if it differs, or a comment. Unless noted, calls come from the whole dose curve; as a rule, active = well fitted curve in the direction sought with a large enough effect; inconclusive = small, poorly fitted or top-dose-only effect, or another doubt; inactive = no such curve, though single readings can be large; an effect the other way counts as inactive or inconclusive.

SMILES	S-ASM inh	TCR activator	CXXC DNA block	MBNL1-CUG inh	Integrin act MD	TSHR antag	Mito fusion yeast	Menin MLL FP TR	TSG101-PTAP inh	AT treatment
COCCN(C(=O)c1cc2c(s1)CCC2)c1c(N)n(CC(C)C)c(=O)[nH]c1=O	0%	8%	.	.	3%	22	-3%	.	-6%	-5%
Cc1cc(C)nc(SCc2cc(=O)c(OC(=O)c3ccc(Cl)c([N+](=O)[O-])c3)co2)n1	-2%	2%[46.1 µM]	-3%	?	-11%	19	1%	3%	-2%	.
CC(=O)c1ccc(-c2nnc(CCC(=O)N(C)Cc3c(C)nc4ccccn34)o2)s1	2%	4%	-6%	?	2%	-8	-2%	-28%	-6%	-1%
CCOc1ccc2nc(NC(=O)/C=C/c3ccc4c(c3)OCO4)sc2c1	7%	9%[46.1 µM]	-3%	5%	15%	3	2%	6%	-4%	0%
CCOc1ccc(NC(=O)CSc2nnc(-c3ccco3)n2C)cc1	-1%	0%	9%	4%	-16%	-8	-1%	-12%	-2%	12%
CCOc1ccccc1NC(=O)COC(=O)/C=C/c1cccs1	-4%	-5%	.	.	-5%	-8	.	.	1%	-2%
COc1ccccc1N1CCN(c2ncnc3sc(C)c(-c4ccccc4)c23)CC1	-27%	-5%	-3%	-1%	?	-15	-26%	?	-1%	2%
CNS(=O)(=O)c1ccc(C(C)(C)C)cc1	4%	-8%	-8%	14%	-6%	6	-3%	11%	1%	1%
CCN(C(=O)COC(=O)c1nc(Cl)ccc1Cl)C1CCS(=O)(=O)C1 (stereo not drawn)	1%	3%	.	.	-13%	11	-6%	.	1%	6%
CN1CCN(c2ccc(S(=O)(=O)N3CCCCC3)cc2[N+](=O)[O-])CC1	-2%	1%	-1%	22%	14%	13	6%	-12%	-1%	0%
COc1ccc(CCNC(=O)c2ccc(N(C)S(=O)(=O)c3ccccc3)cc2)cc1	-4%	-2%	4%	-9%	0%	-6	-7%	.	-4%	-2%
CCOc1ccc(S(=O)(=O)Nc2cccc(-c3ccc(N4CCCCCC4)nn3)c2)cc1	0%	6%	-3%	16%	18%	3	23%	.	-6%	1%
CCc1ccc(Nc2nnc(SCC(=O)N(C)C3CCS(=O)(=O)C3)s2)cc1 (stereo not drawn)	-3%	6%	1%	.	?	-1	0%	.	-10%	2%
Nc1nc(N)c(-c2cccc(C(F)(F)F)c2)c(Cc2cccc(C(F)(F)F)c2)n1	-1%	-2%	.	.	-18%	.	.	.	-5%	.
O=C(COC(=O)c1ccccc1NS(=O)(=O)c1cccs1)NC1CCCCC1	8%	0%[46.1 µM]	-7%	-21%	5%	12	10%	-8%	0%	10%
COC(/C=C/Nc1ccc(C)c(C)c1)=C(C#N)C#N	24%	6%	-19%	-13%	18%	5	1%	1%	-11%	1%
C=CCn1c(SCC(=O)NC2CCCC2)nc2sc(C)cc2c1=O	7%	-13%	.	.	?	19	19%	.	-9%	25%
COc1cccc(CC2(CO)CCCN(S(=O)(=O)N(C)C)C2)c1 (stereo not drawn)	4%	-2%	-20%	-3%	8%	9	-1%	-25%	-3%	-1%
O=C(Nc1ccc(F)cc1)c1ccc(S(=O)(=O)NCC2CCCO2)cc1 (stereo not drawn)	-1%	-3%	-7%	11%	-3%	-6	1%	9%	-1%	4%
COc1ccc(NC(=O)c2c[nH]c(=O)n(-c3ccc(C)c(C)c3)c2=O)cc1OC	0%	-9%	-1%	-11%	0%	16	2%	22%	0%	-13%
O=C(COc1cc2oc(=O)c3c(c2cc1Cl)CCC3)N1C[C@H]2C[C@@H](C1)c1cccc(=O)n1C2	27%	-3%	-1%	9%	16%	-1	4%	-12%	-2%	0%
CC(C)c1ccc(N)c(S(=O)(=O)O)c1	0%	-4%	-2%	.	-21%	-3	0%	.	-9%	3%
CC(C)CNC(=O)/C=C/C=C/CCCC/C=C/c1ccc2c(c1)OCO2	-1%	-1%	.	.	4%	-13	6%	.	-1%	10%
C/C(CCc1oc2c(Br)cc(Br)cc2c1-c1ccc(C)o1)=N\O	-2%	-5%[46.1 µM]	1%	?	4%	3	3%	?	-3%	6%
CN1C[C@@H]2[C@@H]3C(=O)N(Cc4ccccc4)C(=O)[C@@H]3[C@](Cc3ccccc3)(C1=O)N2C(=O)c1ccccc1	14%	-2%	.	.	-7%	.	.	.	-2%	.
O=c1c(CN2CCN(Cc3ccccc3F)C(CCO)C2)coc2ccccc12 (stereo not drawn)	2%	.	4%	-16%	-8%	1	-2%	-1%	3%	2%
S=c1nc(-c2ccc(Br)cc2)[nH]c2ccccc12	-2%	1%	4%	.	-13%	-1	-5%	.	-1%	-13%
O=C1c2ccccc2[C@@H]2C[C@H]3O[C@H]3CCN12	-1%	-4%[46.1 µM]	.	.	8%	1	.	.	-8%	16%
COc1ccccc1C(=O)NCCCN1CCCC1=O	5%	2%	-2%	-4%	6%	27	12%	-9%	-7%	3%
COc1ccc(NC(=O)/C=C/c2cccc(C(F)(F)F)c2)cn1	-4%	11%	1%	?	40%	-22	7%	36%[activator]	-6%	0%

SMILES	S-ASM inh	TCR activator	CXXC DNA block	MBNL1-CUG inh	Integrin act MD	TSHR antag	Mito fusion yeast	Menin MLL FP TR	TSG101-PTAP inh	AT treatment
COc1ccccc1-n1nnnc1SCC(=O)N(CC(C)C)C1CCS(=O)(=O)C1 (stereo not drawn)	0%	-2%	6%	0%	-17%	-1	1%	.	.	6%
Cc1ccc(C)c(NC(=O)CN(C)C(=O)C2CCCC2)c1	1%	6%	.	.	?	.	7%	.	-1%	34%
Cc1[nH]c2ccccc2c1C(=O)NS(=O)(=O)Nc1ccccc1	-1%	-2%	-1%	-3%	-61%[inhibitor]	-4	0%	-16%	2%	1%
CCOc1ccc2nc(COC(=O)c3cccs3)c(C(C)=O)[n+]([O-])c2c1	18%	1%	4%	?	-7%	4	3%	.	0%	-1%

Random excerpt: four compounds from above, in no set order.
SMILES	S-ASM inh	TCR activator	CXXC DNA block	MBNL1-CUG inh	Integrin act MD	TSHR antag	Mito fusion yeast	Menin MLL FP TR	TSG101-PTAP inh	AT treatment
COc1ccc(CCNC(=O)c2ccc(N(C)S(=O)(=O)c3ccccc3)cc2)cc1	-4%	-2%	4%	-9%	0%	-6	-7%	.	-4%	-2%
O=C1c2ccccc2[C@@H]2C[C@H]3O[C@H]3CCN12	-1%	-4%[46.1 µM]	.	.	8%	1	.	.	-8%	16%
CN1C[C@@H]2[C@@H]3C(=O)N(Cc4ccccc4)C(=O)[C@@H]3[C@](Cc3ccccc3)(C1=O)N2C(=O)c1ccccc1	14%	-2%	.	.	-7%	.	.	.	-2%	.
COc1ccccc1N1CCN(c2ncnc3sc(C)c(-c4ccccc4)c23)CC1	-27%	-5%	-3%	-1%	?	-15	-26%	?	-1%	2%

Not all compounds are listed; rates above refer to the full screens.
